M17LAP inhibition: P. falciparum M17LAP inhibitors, primary screen, biochemical, fluorogenic H-Leu-NHMec substrate, 1536-well (AID 1619); recombinant M17LAP, H-Leu-NHMec fluorogenic kinetic assay; higher % means a stronger effect; inhibition, % at 30 µM; hits with a dose series show IC50 in µM; 220,000 tested, 0.38% active;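 active = compound inhibiting the enzyme by more than half at any dose during confirmatory dose-response retesting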;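 also: plate controls were full reaction with DMSO carrier for no effect and no enzyme background for full effect; strong numbers were not always called active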
UTI89 phage lysis: inhibition of K1F phage lysis, E. coli UTI89, bacterial capsule biogenesis inhibitors, alamar blue (AID 488966); E. coli UTI89 K1F phage lysis, alamar blue, 2 h; higher % means a stronger effect; one-dose inhibition, % at 100 µM; IC50 in µM for titrated hits; 340,000 tested, 0.02% active;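 active = phage lysis inhibition, versus mean bacterial control, above a set limit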;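 also: capsule biogenesis inhibitors block K1F phage lysis so surviving cells raise fluorescence; higher fluorescence means more inhibition of phage lysis; actives were called in the ten point dose series up to 300 µM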
M1AAP inhibition: malaria alanyl aminopeptidase activity blockers – biochemical, fluorogenic H-Leu-NHMec substrate, 1536-well (AID 1445). recombinant M1AAP, H-Leu-NHMec fluorogenic kinetic assay; higher % means a stronger effect. inhibition, % at 30 µM; hits with a dose series show IC50 in µM. 220,000 tested, 0.42% active;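 active = primary inhibition above the hit cutoff, then over 50% inhibition at one or more dose response concentrations, cut at about 23% in these data, passing the limit was not always enough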;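 also: plate controls were DMSO full reaction for no effect and no enzyme background for full effect; strong numbers were not always called active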
West Nile virus CPE: West Nile virus antiviral activity, cell-based, CPE readout (AID 1621). 290,000 tested, 0.02% active. West Nile virus-infected cells, CPE inhibition; higher % means a stronger effect. CPE inhibition, % at 10 µM, or IC50 in µM where a hit was titrated; in the data active = a potency from the dose series; also: strong numbers were not always called active
human PMI inhibition: inhibitors of human PMI, primary screen, biochemical, fluorescence intensity, coupled assay (AID 1209) | purified PMI enzyme, coupled fluorescence intensity; higher % means a stronger effect | inhibition, % at 20 µM, or IC50 in µM where a hit was titrated | 190,000 tested, 0.42% active;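 also: plate controls were DMSO vehicle for no effect and wells lacking substrate for full effect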
TNAP activation fold: human TNAP enzyme activators, primary screen, biochemical, luminescent, no phosphate acceptor, uHTS (AID 1001); activation fold at 20 µM, or EC50 in µM where a hit was titrated; 200,000 tested, 0.03% active; purified TNAP, luminescent activation assay, no phosphate acceptor; higher activation fold means a stronger effect; in the data active = activation fold from about 3, or a potency from the dose series; inactive = the rest, 99 in 100 with activation fold below about 1.6; also: many of its hits are not listed in these tables
PMI inhibition: MPI inhibition at elevated mannose 6-phosphate – biochemical, fluorescence intensity, high mannose 6-phosphate, primary screen (AID 1220) | inhibition, % at 20 µM; hits with a dose series show IC50 in µM | 190,000 tested, 0.66% active | recombinant PMI enzyme, coupled fluorescence intensity; higher % means a stronger effect
RSV CPE inhibition: inhibition of RSV-induced cytopathic effect – HEp-2 cells, primary 10 µM value included (AID 2391). 310,000 tested, 0.13% active. CPE inhibition, % at 10 µM, or IC50 in µM where a hit was titrated. HEp-2 cells, RSV-induced CPE inhibition; higher % means a stronger effect; in the data active = a potency from the dose series; also: strong numbers were not always called active
T cell modulator: modulates CD8 T cell binding to vesicles | 330,000 tested, 0.068% active | calls only at 7 µM | 2C CD8+ T cell-vesicle binding, flow cytometry; active compounds read low;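 active = response, share of CD8 T cells binding vesicles, and their 90th percentile fluorescence all below set limits, cut at about 80% in these data, passing the limit was not always enough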
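Also added: QL9-peptide-loaded Drosophila micro-vesicles bearing Ld, ICAM-1 and B7-1; Test system: purified 2C TCR transgenic mouse naive CD8+ T cells; Measured by: cytometric PE anti-B7-1 and Alexa647 anti-CD8 signals after 1% paraformaldehyde fixation; Timing: binding step 1.5 h, 37 °C, antibody labelling 20 min, ice.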
T cell modulator vesicle-bound %: second read-out of T cell modulator, no call of its own (marks repeat the call); double positive events, %; measured here: CD8+ vesicle-bound cell fraction;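 binding gate set so that unloaded-vesicle control wells show 10% double positive cells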
* = called active by the depositor; i = inactive; / = not tested or not shown; & = joins results of further samples; [ ] = another dose, or the depositor's remark. Rule as the data show it, unless noted: active = inhibition above about 50%; inactive = the rest. Compounds as they come; overall some 1.5% were active at least once.

no.	Compound	M17LAP inhibition	UTI89 phage lysis	M1AAP inhibition	West Nile virus CPE	human PMI inhibition
1	COc1cc(O)c(C(CC(=O)N2CCN(c3ccccc3)CC2)c2ccc3c(c2)OCO3)c(OC)c1 (stereo not drawn)	10%	4.6%	-2%	-0.6%	/
2	CCOc1ccc2nc(N3CCCCCC3)sc2c1	9%	2.8%	8%	-1.6%	4%
3	O=C(Cc1ccccc1)Nc1ccccc1C(=O)NCC1CCCO1 (stereo not drawn)	/	0.1%[50 µM]	/	0.1%	/
4	O=C(O)c1cc(-c2ccc(Cl)s2)[nH]n1	-3%	-0.2%	0%	0.1%	/
5	COc1ccccc1N1CCN(CCCCOc2c(OC)cccc2OC)CC1	/	-0.6%[50 µM]	/	-1.4%	/
6	COC(=O)c1cc(S(=O)(=O)N2CCN(c3ccc([N+](=O)[O-])cc3)CC2)c[nH]1	/	0.3%	/	-0.2%	/
7	Nc1c(Cl)ncnc1NCC(O)CO (stereo not drawn)	0%	-0.1%	4%	0.2%	/
8	Cc1ccc(C)c(/C(O)=C2/C(=O)C(=O)N(CCN3CCOCC3)C2c2ccco2)c1 (stereo not drawn)	7%	4.3%	7%	0.2%	-27%
9	CN(C)C(=O)c1ccc(NC(=O)c2cccnc2)cc1	1%	1.9%	-1%	-0.3%	14%
10	CCOC(=O)N1CCN(c2c(NCCCN3CCCCCC3)c(=O)c2=O)CC1	4%	-0.6%	1%	0.0%	-4%
11	CC1(C)Oc2ccc(C(=O)N3CCc4ccccc43)cc2N(CC(=O)N2CCCC2)C1=O	11%	-0.7%	-4%	0.0%	-5%
12	CCN(CC)S(=O)(=O)c1cccc(-c2nnc(SC(C)C#N)n2Cc2ccccc2)c1 (stereo not drawn)	3%	0.2%	10%	-0.3%	-7%
13	Cc1nc2ccc(NC3=NCCCCC3)cc2s1	-3%	1.5%	1%	0.2%	-6%
14	Cc1ccc(C2C(=O)N(C3CCC(C)CC3)CC(=O)N2C2CC2)cc1 (stereo not drawn)	-12%	-1.4%	7%	0.2%	4%
15	O=C(CSc1nnnn1-c1ccc2c(c1)OCCO2)N1CCN(C(=O)c2ccco2)CC1	/	0.7%	/	-0.7%	7%

no.	TNAP activation fold	PMI inhibition	RSV CPE inhibition	T cell modulator	T cell modulator vesicle-bound %
1	/	/	3.0%	i	33
2	1.1	4%	3.8%	i	55
3	/	/	1.0%	i	11
4	/	/	1.4%	i	52
5	/	/	0.8%	i	27
6	/	/	3.1%	i	11
7	/	/	/	i	20
8	1	-42%	1.3%	i	20
9	1	7%	1.8%	i	34
10	1.2	-6%	2.6%	i	51
11	1.1	-5%	0.7%	i	44
12	1.1	-4%	0.8%	i	13
13	1.1	0%	-0.4%	i	33
14	1	9%	-0.1%	i	54
15	1.1	0%	2.9%	i	34

Taken from above:
compound 1 – RSV CPE inhibition: 3.0%
compound 12 – PMI inhibition: -4%
compound 15 – UTI89 phage lysis: 0.7%

Back to the main list; the 4 compounds before the break are reprinted first.
no.	Compound	M17LAP inhibition	UTI89 phage lysis	M1AAP inhibition	West Nile virus CPE	human PMI inhibition
12	CCN(CC)S(=O)(=O)c1cccc(-c2nnc(SC(C)C#N)n2Cc2ccccc2)c1 (stereo not drawn)	3%	0.2%	10%	-0.3%	-7%
13	Cc1nc2ccc(NC3=NCCCCC3)cc2s1	-3%	1.5%	1%	0.2%	-6%
14	Cc1ccc(C2C(=O)N(C3CCC(C)CC3)CC(=O)N2C2CC2)cc1 (stereo not drawn)	-12%	-1.4%	7%	0.2%	4%
15	O=C(CSc1nnnn1-c1ccc2c(c1)OCCO2)N1CCN(C(=O)c2ccco2)CC1	/	0.7%	/	-0.7%	7%
16	CN(CC(=O)O)S(=O)(=O)c1ccc(F)cc1	3%	0.0%	14%	0.6%	-10%
17	Cn1c2[n+](c3ccc(Cl)cc3c1=O)Cc1ccccc1-2	9%	0.2%	-1%	0.4%	/
18	Cc1ccc(S(=O)(=O)c2nnn3c2nc(N2CCOCC2)c2ccccc23)cc1C	/	0.3%	/	0.4%	/
19	CCOC(=O)C1CCN(S(=O)(=O)c2ccc(Cl)cc2)CC1	/	0.5%	/	-0.4%	/
20	CCC(C)c1ccccc1NC(=O)Cc1coc2cc3c(cc12)CCC3 (stereo not drawn)	-13%	-0.8%[50 µM]	2%	-2.0%	19%
21	CCOC(=O)CSc1ccccn1	-4%	0.4%	0%	0.6%	-2%
22	O=C(CN1C(=O)c2ccccc2C1=O)N1CCN(c2ccccc2)CC1	1%	1.9%	-4%	0.2%	7%
23	C(=N\n1cnnc1)/c1ccc(N2CCOCC2)s1	4%	1.0%	3%	0.2%	-4%
24	COCCOC(=O)c1nccnc1C(=O)Nc1ccc(S(=O)(=O)N2CCOCC2)cc1	6%	/	3%	0.3%	/
25	COc1ccc(-c2cn(-c3ccccc3)c3[n+]2CCS3)cc1	-3%&-5%	2.2%[50 µM]	1%&2%	-0.2%&-0.3%	-4%&-7%
26	Cc1ccc(-n2c(C)cc(/C=N/NC(=O)c3ccc(CN4CCOCC4)cc3)c2C)cc1	14%	7.3%	5%	-0.1%	3%
27	N#C/C(=C/c1ccc(-c2ccc(S(N)(=O)=O)cc2)o1)c1nc2ccccc2s1	-2%	5.9%	5%	2.1%	22%
28	CCOC(=O)CCC(=O)NCc1ccc2[nH]c(C)cc2c1	22%	0.8%	21%	-0.2%	-5%
29	O=C1C2CCCN2C(c2cccs2)N1c1ccc(F)cc1 (stereo not drawn)	-1%	4.2%	-3%	0.1%	1%
30	COc1ccc(Cn2c(CCC(=O)Nc3ccccc3)nc3cccnc32)cc1	9%	4.9%	6%	-0.3%	-4%

no.	TNAP activation fold	PMI inhibition	RSV CPE inhibition	T cell modulator	T cell modulator vesicle-bound %
12	1.1	-4%	0.8%	i	13
13	1.1	0%	-0.4%	i	33
14	1	9%	-0.1%	i	54
15	1.1	0%	2.9%	i	34
16	1.1	-7%	-0.7%	i	14
17	/	/	-0.6%	i	36
18	/	/	9.2%	i	14
19	/	/	-0.6%	i	31
20	1.4	6%	9.2%	i	11
21	1.1	-6%	1.6%	i	53
22	1.1	2%	0.9%	i	44
23	1.1	8%	3.0%	i	21
24	/	/	1.2%	i	41
25	1.1&1.1	-3%&2%	0.0%&4.0%	i	25&36
26	1.1	-4%	4.3%	i	8
27	0.7	5%	2.2%	i	58
28	1.1	10%	0.8%	i	60
29	1.1	-1%	2.5%	i	25
30	1	-12%	-1.0%	i	46

Other compounds
no.	Compound	M17LAP inhibition	UTI89 phage lysis	M1AAP inhibition	West Nile virus CPE	human PMI inhibition
31	O=C(CN(Cc1ccccc1F)C(=O)c1csnn1)NCc1ccc2c(c1)OCO2	/	0.3%	/	-0.4%	/
32	COc1ccc(C(=O)Nn2c(C)nc3ccccc3c2=O)cc1Br	/	0.3%	/	1.3%	/
33	CCn1cc(C(=O)O)c(=O)c2cc(F)c(N3CCN(C(=S)NC(=O)c4cc(OC)cc(OC)c4)CC3)cc21	/	4.4%	/	-0.2%	/
34	CN(CCCN1CCCCC1)C(=O)CCc1nnc(C2CCCCC2)o1	2%	1.8%	8%	-0.4%	4%
35	O=C1/C(=C\c2cccnc2)Sc2ccccc21	2%	0.2%[50 µM]	4%	-1.0%	17%
36	Cc1ccc(OCC(=O)NC(=S)Nc2ccc(Br)cn2)cc1	7%	-0.3%	6%	-0.3%	/
37	Cc1cc(Cl)c2oc(C(=O)N(C)C(C)c3ccccn3)c(C)c2c1 (stereo not drawn)	/	-0.5%	/	0.1%	/
38	COc1ccc(C(C)NC(=O)Cc2ccc(Br)cc2)cc1 (stereo not drawn)	-3%	2.5%	5%	-0.2%	16%
39	Cc1nnc(SCC(=O)NCc2ccc3c(c2)OCO3)s1	-3%	-2.7%	-1%	0.2%	6%
40	Cn1c2ccccc2c2nnc(SCC(=O)Nc3ccccc3F)nc21	/	0.1%	/	-1.0%	/
41	COc1cc(/C=C2/C(=O)N(C)C(=S)N2C)ccc1OCc1cccc(F)c1	/	0.3%	/	-0.1%	/
42	O=C(CSc1n[nH]c(-c2ccccc2Br)n1)NC(=O)NCc1ccco1	-3%	-0.1%	6%	0.1%	8%
43	CC(C)[C@H](N)C(=O)N1CCC(C(=O)N[C@@H](Cc2ccccc2)C(=O)NCc2ccc(F)cc2)CC1	/	0.4%	/	0.1%	/
44	COc1cc(C(=O)Nc2cnc(NC(=O)C(C)C)cc2C)cc(OC)c1OC	1%	0.8%	-4%	-0.1%	/
45	COc1ccc(CCC(=O)Nc2nc3ccccc3[nH]2)cc1	-4%	-0.1%	2%	0.1%	-8%

no.	TNAP activation fold	PMI inhibition	RSV CPE inhibition	T cell modulator	T cell modulator vesicle-bound %
31	/	/	0.1%	i	37
32	/	/	2.1%	i	31
33	/	/	11%	i	33
34	1.1	-1%	1.1%	i	48
35	0.7	20%	0.2%	i	58
36	/	/	1.3%	i	7
37	/	/	8.4%	i	38
38	1.1	15%	0.4%	i	54
39	1.1	0%	-0.4%	i	49
40	/	/	2.6%	i	36
41	/	/	4.8%	i	62
42	0.2	8%	2.6%	i	58
43	/	/	-2.0%	i	16
44	/	/	1.6%	i	29
45	1	-10%	1.4%	i	15

Remaining list, next part.
no.	Compound	M17LAP inhibition	UTI89 phage lysis	M1AAP inhibition	West Nile virus CPE	human PMI inhibition
46	Cc1cc(C(=O)COc2cccnc2[N+](=O)[O-])c(C)n1Cc1cccs1	10%	0.1%	10%	0.2%	35%
47	O=C(Nc1nc(-c2ccncc2)cs1)c1ccco1	20%	1.0%	10%	0.1%	-17%
48	O=C(Oc1ccc2ccccc2c1)c1ccco1	2%	3.2%	19%	-0.5%	10%
49	O=C1NC2(CCCCCC2)N=C1c1ccc(F)cc1	-3%	0.3%	13%	-0.9%	5%
50	CCS(=O)(=O)CCSc1nc2ccccc2o1	-4%	8.9%	3%	-0.2%	4%

no.	TNAP activation fold	PMI inhibition	RSV CPE inhibition	T cell modulator	T cell modulator vesicle-bound %
46	1	64%*	14%	i	32
47	1.1	-13%	12%	i	48
48	1.1	13%	3.4%	i	3
49	1.1	1%	0.8%	i	27
50	1.1	2%	-1.4%	i	12
